# bCat nuc transl: modulators of beta-catenin nuclear translocation. HeLa beta-catenin nuclear translocation, immunofluorescence imaging. nuclear translocation activity, % at 5 µM. 0.3% of 190,000 active. AID 1665;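 active = nuclear translocation activity above 50% at 5 µM, with a well cell count of 50 or more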;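 also: per-cell ratio of nuclear to cytoplasmic median beta-catenin stain intensity; plate controls were DMSO negative control for no effect and GSK-3 inhibitor IX positive control for full effect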
#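 Assay system: human HeLa cells, native beta-catenin; doses: 5 µM primary, 0.02–20 µM confirmation; incubation: compound treatment 24 h, 37°C, 5% CO2; technique: fluorescence imaging of beta-catenin antibody stain plus DAPI; measure: % activation, nuclear-to-cytoplasmic median beta-catenin signal ratio per cell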
# human PMI inhibitors: human PMI inhibitors, high substrate, primary screen, biochemical, fluorescence intensity, high mannose 6-phosphate (AID 1220); 0.66% of 190,000 active; inhibition, % at 20 µM; hits with a dose series show IC50 in µM; recombinant PMI enzyme, coupled fluorescence intensity; higher % means a stronger effect
# Ins promoter up: MIN6 insulin promoter up-regulation; MIN6 insulin promoter-GFP reporter, high-content imaging; hits give high values; z-score at 5 µM; 0.3% of 190,000 active; AID 1625;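 active = z-score above 3 at 5 µM with at least 500 cells counted in the well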
# T cell modulator: T cell immune modulation candidate; 2C CD8+ T cell-vesicle binding, flow cytometry; hits give low values; calls only at 7 µM; 0.068% of 330,000 active;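 active = response, share of CD8 T cells binding vesicles, and their 90th percentile fluorescence all below set limits, cut at about 80% in these data, passing the limit was not always enough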
#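 Benchmarks: naked versus QL9-loaded vesicles / Assay system: purified 2C TCR transgenic mouse naive CD8+ T cells / Technique: high-throughput flow cytometry with anti-B7-1 and anti-CD8 staining / Timing: Cell–vesicle co-incubation 1.5 h at 37 °C, staining 20 min on ice / Read-out: percent CD8+ FL2 mean versus row control / Probe or stimulus: QL9-loaded Drosophila micro-vesicles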
# PMI inhibitors: inhibitors of human PMI, primary screen, biochemical, fluorescence intensity, coupled assay (AID 1209); 0.42% of 190,000 active; inhibition, % at 20 µM, or IC50 in µM where a hit was titrated; purified PMI enzyme, coupled fluorescence intensity; higher % means a stronger effect;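 also: plate controls were DMSO vehicle for no effect and wells lacking substrate for full effect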
# MT stabilize HCS: microtubule stabilization, imaging screen. HeLa tubulin immunostaining HCS, 24 h; share of cells brighter than vehicle mean+2SD. % tubulin-high responders, % at 10 µM. 0.83% of 200,000 active. AID 2205;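 active = plate Z-score above 3 for both tubulin-high and condensed-nucleus cell shares, with cell loss under 80%, at 10 µM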;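 also: anti alpha tubulin signal scored within the nucleus-defined area of each cell; some results filed as inactive read as strong as hits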
# Autophagy mod: modulators of autophagy; MEF GFP-LC3 puncta imaging; test concentration mostly 10 µM; calls only at 10 µM (by protocol); 0.98% of 190,000 active; AID 463193;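 active = percentage of spot-positive cells more than 3 SD above its plate mean, without a fluorescence outlier flag or 80% toxicity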;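 also: spot-positive cell cutoff set from DMSO-treated cells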
# Hep lipid drop: modulators of hepatic lipid droplet formation | AML12 mouse hepatocytes, oleate lipid droplets, BODIPY imaging | inhibition, % at 6.5 µM | 0.4% of 240,000 active;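 active = lipid droplet intensity inhibited by at least 50%, with more than 500 cells counted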
#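 Assay system: AML12 mouse liver cells | Compound dosing: One dose, 6.5 µM compound | Read-out basis: Droplet intensity reduction, % inhibition | Measured by: Fluorescence imaging, 20x objective, two fields per well | Schedule: Overnight treatment with compound plus oleate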
# TNAP activation fold: stimulation of alkaline phosphatase TNAP activity – biochemical, luminescent, no phosphate acceptor, uHTS, primary screen (AID 1001). 0.03% of 200,000 active. one-dose activation fold at 20 µM; EC50 in µM for titrated hits. purified TNAP, luminescent activation assay, no phosphate acceptor; higher activation fold means a stronger effect; in the data active = activation fold from about 3, or a potency from the dose series; inactive = the rest, 99 in 100 with activation fold below about 1.6; also: many of its hits are not listed in these tables
# Ins promoter up cell count: further read-out of Ins promoter up, marked with its call; cell count; measured here: cytotoxicity, nuclei count;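 total cells summed across four imaged fields per well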
# Hep lipid drop cells 6.5 µM: second read-out of Hep lipid drop, no call of its own (marks repeat the call); cell count; measured here: cell count, cytotoxicity flag;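 cells counted across two imaged fields per well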
# bCat nuc transl cell count 5 µM: also measured in bCat nuc transl; calls as there; cell count; measured here: cell count, cytotoxicity flag
# T cell modulator vesicle-bound %: recorded beside T cell modulator, whose call it bears; double positive events, %; measured here: CD8+ vesicle-bound cell fraction;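 binding gate set so that unloaded-vesicle control wells show 10% double positive cells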
# MT stabilize HCS Hoechst-high %: further read-out of MT stabilize HCS, marked with its call; % Hoechst-high responders; measured here: nuclear condensation Hoechst responders;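 share of cells brighter than vehicle mean plus two SD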
# MT stabilize HCS cytotoxicity %: second read-out of MT stabilize HCS, no call of its own (marks repeat the call); toxicity, %; measured here: cytotoxicity by cell density;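 0% = mean cell density of plate MIN control wells and 100% = no cells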
# Autophagy mod cell loss 18 h: recorded beside Autophagy mod, whose call it bears; toxicity, %; measured here: cell loss, nuclei count;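 cell loss after 18 h compound exposure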
# An asterisk follows results filed as active; i = inactive; nt = not tested or not shown. Rule as the data show it, unless noted: active = inhibition above about 50%; inactive = the rest.
SMILES,bCat nuc transl,bCat nuc transl cell count 5 µM,human PMI inhibitors,Ins promoter up,Ins promoter up cell count,T cell modulator,T cell modulator vesicle-bound %,PMI inhibitors,MT stabilize HCS,MT stabilize HCS Hoechst-high %,MT stabilize HCS cytotoxicity %,Autophagy mod,Autophagy mod cell loss 18 h,Hep lipid drop,Hep lipid drop cells 6.5 µM,TNAP activation fold
COc1ccc(OC)c(N2Cc3ccccc3C2=N)c1,-1.5,1048,-10%,-0.03,1679,i,10,-13%,4.9,1.3,10,i,12,-6,672,1.1
CCOC(=O)c1ccc(N2C(=O)CC(N3CC=C(c4ccc(F)cc4)CC3)C2=O)cc1 (stereo not given),nt,nt,-103%,0.16,1116,i,44,-55%,3.7,1.9,6.3,i,-2,2,693,1.1
COc1ccc(C(=O)C(C)(C)NO)cc1,3.8,1138,1%,0.43,1303,i,1,11%,3.9,2.5,5.6,i,8,1,681,1
Cc1cc(=O)[nH]c(CCl)n1,1.6,1490,-13%,nt,nt,i,48,-13%,1.4,1.3,1.6,i,-38,-9,700,0.8
CN(Cc1ccccc1)Cc1ccccc1OC(=O)N(C)C,1.8,1160,-3%,0.18,1322,i,29,-1%,3.1,1.7,2.9,i,25,nt,nt,1.2
Cc1nc2nc(C)c(CCC(=O)N3CCC4(CC3)OCCO4)c(C)n2n1,-1.9,761,-3%,0.38,1455,nt,nt,-5%,5.7,3.2,5.5,i,8,nt,nt,1
Cc1cccn2c(=O)c3cc(C(=O)N4CCC5(CC4)OCCO5)n(C)c3nc12,41,611,4%,-0.55,1392,i,43,13%,34*,19*,73*,i,40,nt,nt,1.1
O=C1N(c2ccc(Cl)cc2)C(c2cccnc2)N2CCCN12 (stereo not given),-0.1,1132,0%,-0.15,1325,i,36,-6%,2.0,1.9,3.0,i,-5,3,690,1.1
COc1ccc(C2C(C(=O)N3CCC4(CC3)OCCO4)c3cc(OC)c(OC)cc3C(=O)N2C)cc1 (stereo not given),-1.5,1030,18%,0.45,1709,i,55,19%,3.3,3.0,1.6,i,2,-2,687,1.1
Cc1ccc2c(c1)C1CN(C)CCC1N2C(=O)CCCN1C(=O)c2cccc3cccc(c23)C1=O (stereo not given),1.5,1271,nt,0.4,1236,i,36,nt,nt,nt,nt,nt,nt,-14,714,nt
COc1ccc(/C=C2/C(=O)NC(=O)N(C3CCCCC3)C2=O)cc1CSc1ccccn1,-1.8,1416,-15%,1.2,1189,i,38,0%,2.9,1.7,7.8,i,0,nt,nt,0.8
Cc1[nH]c2ccccc2c1/C=N/O,-3.0,960,6%,nt,nt,i,59,3%,6.4,2.1,5.2,i,-8,nt,nt,1.1
C[N+]12CCC(CC1)C(=C(c1ccccc1)c1ccccc1)C2,nt,nt,-3%,-0.81,1137,i,48,13%,1.8,3.2,4.6,i,1,0,660,1
CC(=O)c1c(C)n(CC2CCCO2)c2ccc(O)cc12 (stereo not given),nt,nt,8%,-0.26,1417,i,36,10%,2.6,1.4,8.5,i,0,18,739,1.1
Cc1ccc(S(=O)(=O)NCC2CCC(C(=O)N3CCC4(CC3)OCCO4)CC2)cc1 (stereo not given),-0.2,1304,-8%,-0.19,1431,i,4,-2%,3.1,1.7,6.9,i,13,nt,nt,1.1
Cc1[nH]c2ccccc2c1C1=CCNCC1,-2.0,901,0%,-0.66,868,i,9,-2%,3.6,1.4,7.5,i,46,nt,nt,1.1
CC(NCc1ccc(Cl)c(Cl)c1)C(O)c1ccccc1 (stereo not given),-0.4,1211,-5%,-0.45,873,i,14,-1%,1.2,0.9,5.8,i,-18,-12,722,1.1
N#CC12CNCC1CN=N2 (stereo not given),-3.4,1130,nt,0.1,1390,i,11,nt,nt,nt,nt,nt,nt,9,739,nt
C=Cn1ccnc1P(=S)(c1nccn1C=C)C1CCCCC1,-0.4,1368,5%,0,1521,i,14,17%,4.7,3.6,7.8,i,11,nt,nt,1.1
COc1cccc(C(=O)C2CCCN(Cc3cccc4c3OCO4)C2)c1 (stereo not given),0.2,1005,5%,-0.18,1425,i,52,5%,2.7,3.1,6.5,i,22,-32,688,1.1
Cn1c(O)c(C=NCCCC(=O)O)c(=O)n(C)c1=O,nt,nt,2%,0.66,965,i,35,-1%,2.1,0.9,1.4,i,-9,nt,nt,1.1
CCCOC(=O)Nc1ccc([As](=O)(O)O)cc1NC(=O)OCCC,0.9,1308,nt,-0.24,1067,i,31,nt,nt,nt,nt,nt,nt,3,703,nt
CN1C(=O)N(C)C(=O)C2(Cc3cc(N)ccc3N3CCN(c4ccccc4F)CC32)C1=O (stereo not given),0.3,1164,15%,-0.52,890,i,45,-14%,2.4,2.3,7.7,i,0,nt,nt,1.1
Clc1ccccc1CN1CCN(c2cccc3[nH]ccc23)CC1,0.9,1282,nt,0.12,1106,i,19,nt,nt,nt,nt,nt,nt,6,695,nt
Cc1ccccc1NC1=NCCCS1,0.0,1077,8%,1.4,1263,i,48,11%,2.9,1.9,3.1,i,-5,-6,677,1.2

# Fetched by compound from above (2):
SMILES,bCat nuc transl,bCat nuc transl cell count 5 µM,human PMI inhibitors,Ins promoter up,Ins promoter up cell count,T cell modulator,T cell modulator vesicle-bound %,PMI inhibitors,MT stabilize HCS,MT stabilize HCS Hoechst-high %,MT stabilize HCS cytotoxicity %,Autophagy mod,Autophagy mod cell loss 18 h,Hep lipid drop,Hep lipid drop cells 6.5 µM,TNAP activation fold
Cc1cc(=O)[nH]c(CCl)n1,1.6,1490,-13%,nt,nt,i,48,-13%,1.4,1.3,1.6,i,-38,-9,700,0.8
COc1cccc(C(=O)C2CCCN(Cc3cccc4c3OCO4)C2)c1 (stereo not given),0.2,1005,5%,-0.18,1425,i,52,5%,2.7,3.1,6.5,i,22,-32,688,1.1

# Further entries
SMILES,bCat nuc transl,bCat nuc transl cell count 5 µM,human PMI inhibitors,Ins promoter up,Ins promoter up cell count,T cell modulator,T cell modulator vesicle-bound %,PMI inhibitors,MT stabilize HCS,MT stabilize HCS Hoechst-high %,MT stabilize HCS cytotoxicity %,Autophagy mod,Autophagy mod cell loss 18 h,Hep lipid drop,Hep lipid drop cells 6.5 µM,TNAP activation fold
Cc1cccc(NP(=O)(Oc2ccccc2F)Oc2ccccc2F)c1C,-0.1,1023,18%,0.08,1257,i,33,13%,4.2,1.4,6.8,i,8,-2,700,1.2
COc1cc2c3cc1Oc1cc(ccc1O)C[C@@H]1c4c(cc(OC)c(O)c4Oc4ccc(cc4)C[C@H]3N(C)CC2)CCN1C,1.3,508,29%,nt,nt,i,25,6%,5.9,3.6,4.9,i,5,-8,696,1
COC(=O)C1C2c3ccccc3OC1(C)N=c1s/c(=C/c3cnn(C)c3)c(=O)n12 (stereo not given),-0.6,1102,15%,-0.04,1317,i,37,16%,5.7,1.6,12,i,3,8,785,1.1
C=CCn1c(O)c(C(CC)=NCC2CCCO2)c(=O)[nH]c1=O (stereo not given),1.9,1200,nt,0.41,1229,i,24,nt,nt,nt,nt,nt,nt,2,739,nt
CC(=NCc1ccco1)c1c(O)n(-c2ccc(C)cc2)c(=O)[nH]c1=O,-0.9,1333,nt,-1.4,1397,i,26,nt,nt,nt,nt,nt,nt,-16,658,nt
CSc1nnc(C2CCNCC2)n1C,-2.0,1411,-12%,0.03,1501,i,36,-6%,10,2.3,0.0,i,-1,nt,nt,1.1
COc1ccc(N=C2SCCCN2C)cc1,-0.4,1194,-23%,nt,nt,i,38,-14%,5.2,2.7,4.3,i,-3,-6,735,1.1
CCc1cc(=O)[nH]c(SCCCF)n1,-0.3,1125,-15%,-0.06,1101,i,49,-25%,2.5,2.5,27,i,1,-3,680,1
CN(C)CC1CSCCC1(O)c1ccccc1 (stereo not given),5.5,389,-12%,nt,nt,i,26,-17%,1.9,1.8,8.0,i,-6,0,638,1.1
C[N+]1(C)CCN(c2ccccc2)CC1,-0.7,525,-37%,nt,nt,i,25,-20%,1.9,2.1,13,i,8,33,724,1.1
c1cc2c(cc1CCNC1CCCCCC1)OCO2,-6.9,1164,-8%,-0.23,1246,i,22,-6%,3.0,2.9,1.8,i,6,42,796,1
C[N+]1(C)C2CCC1CC(OC(=O)c1ccco1)C2 (stereo not given),0.4,1341,nt,-0.77,1056,i,37,nt,nt,nt,nt,nt,nt,-1,742,nt
CC[N+](CC)(CC)CC,-0.2,1240,nt,1.2,870,i,14,nt,nt,nt,nt,nt,nt,-18,677,nt
Cn1c(O)c(C=NC2C(=O)C3(C)CCC2C3(C)C)c(=O)n(C)c1=O (stereo not given),-8.5,1204,-8%,0.68,962,i,12,3%,4.7,1.2,1.9,i,4,4,777,1
O=C(COC(=O)Cc1ccccc1)Nc1ccc(Cl)cn1,-1.9,1106,-6%,-0.23,1298,i,29,-16%,4.3,3.7,3.5,i,10,-13,708,1
COc1ccc(N=Cc2c(O)n(Cc3cccs3)c(=O)[nH]c2=O)cc1,0.2,1044,1%,nt,nt,i,41,0%,1.3,1.2,6.9,i,3,7,710,1.1
CCCCOC(=O)C1=C(N)OC2=C(C(=O)CC(C)(C)C2)[C@]12C(=O)N(C)c1ccccc12,-1.7,1174,8%,-0.3,699,i,47,16%,3.4,3.3,2.4,i,-1,-1,758,1
CN(C)C(=O)Oc1cc(=O)n2c3c(cccc13)CCC2,-0.4,970,-4%,0.09,1440,i,40,-6%,2.1,2.3,5.8,i,-2,-6,663,1.2
O=C1NC(=O)N(c2ccccc2)C(=O)/C1=C/c1coc2ccc(O)cc2c1=O,-0.6,1315,nt,0.25,897,i,32,nt,nt,nt,nt,nt,nt,-1,682,nt
CC/C(=N\NC(=O)c1ccccc1)c1c(O)n(Cc2ccccc2)c(=O)[nH]c1=O,5.4,946,nt,-0.61,1212,i,37,nt,nt,nt,nt,nt,nt,1,754,nt
COc1ccc(C(=O)N/N=C/C23CC[C@@H](O)CC2(O)CC[C@@H]2[C@@H]3CCC3(C)C(C4=CC(=O)OC4)CCC23O)cc1 (stereo not given in full),3.7,1244,nt,-0.49,1047,i,39,nt,nt,nt,nt,nt,nt,7,652,nt
CCn1ccnc1CN1CCCC(C(=O)c2cc(F)ccc2OC)C1 (stereo not given),0.3,942,-6%,0.38,1259,i,53,-10%,2.4,3.0,1.1,i,-14,-35,698,1

# An excerpt; count on the stated rates, not on these rows.
